# Screens from PubChem BioAssay.
# H9c2 TAG inh: inhibitors of triacylglycerol accumulation, primary screen, cell-based, uHTS, fluorescence, H9c2; H9c2 cells, Nile Red lipid (TAG) fluorescence; cells loaded with 200 µM oleic acid; inhibition, % at 12.5 µM; actives 0.66% (n = 230,000);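 active means pattern-corrected inhibition of lipid staining of at least 50% with the nuclear-stain viability signal not falling by more than 50%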;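 further: 0% = DMSO wells and 100% = triacsin C control wells; some results filed as inactive read as strong as hits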
# H9c2 TAG inh DAPI viability: further read-out of H9c2 TAG inh, marked with its call; DAPI nuclei signal change (viability), lower = more cytotoxic, %;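 whole-well DAPI fluorescence read on a plate reader as a viability signal; minus 50 percent equals half of cells still viable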
# * = called active by the depositor. A portion of the library. The share of hits here may be higher or lower than overall.
canonical_smiles	H9c2 TAG inh	H9c2 TAG inh DAPI viability
Cn1nc(C(=O)OCC(=O)c2ccc(Cl)cc2)c2ccccc2c1=O	5	4
COCc1cc(C)nc(SCC(=O)Nc2cccc(C)c2)c1C#N	5	-1
CN(CC(=O)Nc1ccc(Cl)cc1)C(=O)c1ccc(N2CCCC2=O)cc1	-3	2
Clc1cccc(Cl)c1-c1nnc2cccc(Cl)n12	21	-19
Cc1ccc(NC(=O)CN(C)C(=O)CSc2ccc3c(c2)OCCO3)cc1	0	-4
O=C(CNC(=O)c1sc2ccccc2c1Cl)NCc1cccc(C(F)(F)F)c1	-6	4
C#CCNC(=O)C1=C[C@@H](C2CC2)C[C@@H](OCCCCO)O1	6	-2
Cc1ccc(S(=O)(=O)NCCC(=O)NCc2ccc3c(c2)OCO3)cc1C	-2	13
CC(=O)c1nnn(-c2c(F)cccc2F)c1C	0	-2
CN(Cc1c(F)cccc1Cl)C(=O)COC(=O)Cn1cnc2ccccc2c1=O	-10	1
CCN1C(=NCC2CC2)N[C@@H](c2ccccc2)C(C(=O)OC)=C1C	4	6
COc1cc([C@@H]2CC=C(C(=O)O)[C@H](c3ccccc3F)N2S(=O)(=O)c2ccc(C)cc2)cc(OC)c1OC	15	-3
O=C(CCN1C(=O)C2C3C=CC(C3)C2C1=O)Nc1ccc(F)cc1 (stereo unspecified)	18	-11
C#CCOCCOCCOCCNc1nc(N2CCOCC2)nc(N2CCN(C(=O)[C@H](CCCN=C(N)N)n3cc(C(N)[C@@H](C)CC)nn3)CC2)n1 (stereo partly specified)	9	11
Oc1ccc(/C=N/NC(=S)N/N=C/c2ccc(O)cc2)cc1	-2	7
Nc1ncc([N+](=O)[O-])cc1S(=O)(=O)c1ccccc1	-6	11
CCCCNC(=O)c1cc(C)nc2ccccc12	4	-8
COC(=O)c1cccc(NC(=O)CSc2nnc(COc3cccc(C)c3)n2C)c1	10	8
COc1ccc(C2=NN(c3nc(C)cc(C)n3)C(=O)C2)cc1	-1	10
Cc1cccc(NC(=O)c2c(-c3ccccc3)noc2C)n1	-8	-16
Cc1ncoc1C(=O)N1CCCC(C(=O)c2ccc(-c3ccccc3)c(F)c2)C1 (stereo unspecified)	-8	9
COc1ccc(-c2cc(C(F)(F)F)nc(SCC(=O)N3CCOCC3)n2)cc1OC	-9	1
Cc1c2cnn(CC(=O)N3CCOCC3)c(=O)c2c(C)n1Cc1ccccc1F	11	-5
Clc1cccc(-c2cc3nc4c(c(N5CCN(c6cnccn6)CC5)n3n2)CCCC4)c1	62*	5.4*
COc1cc(NS(=O)(=O)c2ccc(Br)cc2)c(OC)cc1NC(=O)c1ccco1	1	-4
COc1ccc(C(=O)COC(=O)CCC(=O)Nc2ccc(C(C)=O)cc2)cc1	-4	4
CCOC(=O)c1[nH]c(C)c(/C(C)=N\O)c1C	-7	8
Cc1cccc(C)c1Nc1c(-c2ccc(N3CCOCC3)cc2)nc2ncccn12	-11	0
CN1CCC(OC(=O)c2cccc(Cl)c2)CC1	-9	2
Cc1oc(-c2cccc(Cl)c2)[n+]([O-])c1C	-13	12
COc1ccc(S(=O)(=O)N2CCOC2CNC(=O)C(=O)NCCN2CCOCC2)cc1 (stereo unspecified)	-17	1
Cc1cccn2c(CNC3CCCc4ccccc43)c(C(=O)N3CCOCC3)nc12 (stereo unspecified)	-1	-4
COC(=O)c1c(NC(C)=O)sc(C)c1C	-1	-2
CCOc1cc(N2CCOCC2)c(OCC)cc1NC(=O)CN1C(=O)C2CC=CCC2C1=O (stereo unspecified)	-5	4
Cc1n[nH]c(C)c1CCC(=O)N/N=C/c1cccs1	3	-12
CC(=O)c1cccc(NC(=O)C2Cc3c(-c4ccccc4Oc4ccccc4)ccnc3O2)c1 (stereo unspecified)	-16	-5
Cc1cc(C#N)c2ccccc2n1	-1	0
COC(=O)c1ccc(NC(=O)N2CCOCC2)cc1	-4	2
Cn1c(=O)c2c(nc(CN3CCC(C(N)=O)CC3)n2Cc2ccccc2F)n(C)c1=O	-6	9
CC1CCCN(C/C(O)=C(\C#N)c2nc3ccccc3[nH]2)C1 (stereo unspecified)	20	-9
COc1ccc(/C=N/NC(=O)c2cc(C3CC3)[nH]n2)cc1OC	11	1
Cc1ccc(-n2ncc3c2CC(C)(C)CC3NC(=O)c2ccncc2)cc1 (stereo unspecified)	19	-2
CC(=O)c1ccc(NC(=O)CSc2nnc3ccc(-c4ccccn4)nn23)cc1	-4	3
CCOc1cc(/C=C2/SC(=S)N(Cc3ccccc3)C2=O)ccc1O	-6	-6
c1ccc(-n2ncc3c(NCCN4CCCCC4)ncnc32)cc1	0	-3
O=C(O)CCCCCNC(=O)c1ccc(C(=O)NCCCCCC(=O)O)cc1	7	-1
CCOC(=O)c1c[nH]c(=S)n1C	-9	9
CC(=O)Nc1cccc(-c2csc(C(C)(O)c3ccc(F)c(F)c3)n2)c1 (stereo unspecified)	0	16
CCN(CC)c1cc(Cl)c2nonc2c1N	-2	1
COc1cc2[nH]c(=O)n(CCC(=O)N3CCc4ccccc4C3)c(=O)c2cc1OC	-20	1
COc1cc(C=NC2CCCCC2)ccc1O	7	2
Cc1cccc(Oc2ccc(NC(=O)C3=CC=CN4CCS(=O)(=O)N=C34)cc2)c1	26	-5
CCC(=O)Nc1cccc(C2=NOC3(C2)C[C@@H](C(N)=O)N(C(=O)c2ccc(OC)cc2)C3)c1 (stereo partly specified)	16	0
C=CCNC(=S)NNC(=O)c1ccccc1OCC	10	-13
COc1ccc(OCCC(=O)OCC(=O)Nc2ccc(Br)cc2)cc1	3	-5
CCN(C(=O)COC(=O)CNC(=O)c1ccccc1C)C1=CCCCC1	-3	-1
O=C(COC(=O)Cn1cc(C(F)(F)F)ccc1=O)Nc1ccccc1	-1	0
CCOC(=O)NC(=S)Nc1ccc(OC)cc1	-4	-7
CCC1=[N+](C)CCn2c(C)ccc21	6	1
COc1cc(NC(=O)c2cc(C(C)C)on2)c(OC)cc1Cl	-5	-10

# Compounds from the list above that have a CF3 group:
canonical_smiles	H9c2 TAG inh	H9c2 TAG inh DAPI viability
O=C(CNC(=O)c1sc2ccccc2c1Cl)NCc1cccc(C(F)(F)F)c1	-6	4
COc1ccc(-c2cc(C(F)(F)F)nc(SCC(=O)N3CCOCC3)n2)cc1OC	-9	1
O=C(COC(=O)Cn1cc(C(F)(F)F)ccc1=O)Nc1ccccc1	-1	0

# (further entries)
canonical_smiles	H9c2 TAG inh	H9c2 TAG inh DAPI viability
Cc1cc(C)c(S(=O)(=O)N2CCCCC2CCNC(=O)C(=O)NCc2cccnc2)c(C)c1 (stereo unspecified)	8	-16
O=C(Cn1cnc2ccccc21)c1ccc(Cl)cc1	-4	-4
CCN(C[C@H]1N[C@@](CC)(C(=O)OC)[C@H]2C(=O)N(Cc3ccccc3)C(=O)[C@@H]12)C(=O)Nc1ccc(C(F)(F)F)cc1	-5	-11
CN(CC(=O)Nc1ccc(F)cc1)C(=O)COC(=O)Cc1c(F)cccc1Cl	-16	0
COc1ccccc1CNC(=O)/C=C/C(=O)O	-7	-11
COC(=O)[C@@]1(C)[C@H]2C(=O)N(Cc3ccccc3)C(=O)[C@H]2[C@H]2CN=C(SCC3CC3)N21	13	-2
CN(CC(=O)Nc1ccccc1Cl)C(=O)COC(=O)c1ccc([N+](=O)[O-])s1	4	7
C=CC[C@@H](CC(=O)N[C@@H](CO)Cc1ccccc1)C(=O)N[C@@H](COC(=O)[C@@H](CC=C)CC(=O)OC(C)(C)C)Cc1c[nH]c2ccccc12	26	-8
O=c1oc2ccccc2c(Nc2cccc3cccnc23)c1[N+](=O)[O-]	-4	-6
CN(C)c1nccc(Nc2ccccc2)c1C#N	-29	-6
COCCNc1oc(-c2ccccc2Cl)nc1C#N	-12	6
Cc1ccc(C)c(CN2CCCN(C(=O)Cn3ncc4c3-c3ccccc3OC4)C2)c1	-7	12
O=S(=O)(Nc1ccc(Cc2ccncc2)cc1)c1ccc(Cl)cc1	8	-1
CCC(C)Nc1ncnc2c1cnn2Cc1ccc(Cl)cc1 (stereo unspecified)	12	-7
N#CC1(Cc2ccccc2Cl)c2ccccc2C=CN1C(=O)c1ccccc1 (stereo unspecified)	4	-3
CCCCOC(=O)c1ccc(Nc2ncnc3nc[nH]c23)cc1	-7	9
CCOC(=O)c1c(NC(=O)CSc2nnc(CNc3ccc(F)cc3)o2)sc(C(C)=O)c1C	-16	7
Cn1c2c(c(=O)n(C)c1=O)C(NS(=O)(=O)c1ccc(Cl)cc1)(C(F)(F)F)C(=O)N2 (stereo unspecified)	3	-9
O=c1oc(-c2ccccc2Cl)nc2ccsc12	-5	-7
COc1ccc([C@H]2C[C@@H](n3cc(C4CC4)nn3)[C@H](O)CN2C(=O)C2CCCCC2)cc1	-2	-1
CC(=O)N1CCN(S(=O)(=O)c2cccc(C(=O)Nc3nc4ccccc4[nH]3)c2)CC1	-4	-8
CCCCNC(=O)CCCCn1c(=S)[nH]c2c([nH]c3ccc(OC)cc32)c1=O	16	-21
CCOC(=O)N1CCN(c2c(NCCN3CCN(Cc4ccccc4)CC3)c(=O)c2=O)CC1	-12	5
Clc1ccc(-c2nnc3sc(-c4ccc(Br)o4)nn23)c(Cl)c1	-8	8
CC(C)Oc1ccc(N2CC(C(=O)Nc3ccccn3)CC2=O)cc1 (stereo unspecified)	12	-2
COc1ccc(CNc2ccc3c(c2)nc(C)n3C)cc1	-4	8
COc1ccccc1N(C)S(=O)(=O)c1ccc(C(=O)NCc2ccc3c(c2)OCO3)cc1	-9	1
Cc1ccc(/C=C/C(=O)OCC(=O)N(C)c2c(N)n(Cc3ccccc3)c(=O)[nH]c2=O)o1	-3	16
Cc1ccc(N2C3=C(C(=O)CC(C)(C)C3)C(c3cn(C)nc3C)C3=C2CC(C)(C)CC3=O)cc1	-20	0
COCCn1c(SCC(=O)c2[nH]c(C)c(C(C)=O)c2C)nc2ccccc2c1=O	5	-1
CCc1nc2c(sc3nc4c(cc32)COC(C)(C)C4)c(=O)n1Cc1ccco1	-14	0
CCN(CC)CCCN1CC(O)=C(c2nc3ccccc3s2)C1=N	22	-6
CCn1c(/C=C/c2ccc(O)c(O)c2)nc2ccccc2c1=O	-6	-1
N#Cc1c(NCCN)nc(-c2ccccc2)c2c1CCCC2	24	14
COc1ccc2c(CC(=O)NNC(=O)c3cccs3)coc2c1	-2	-5
O=C(c1ccco1)N1CCN(C2CC(=O)N(c3ccccc3)C2=O)CC1 (stereo unspecified)	-12	7
C[C@H]1CN([C@@H](C)CO)C(=O)CCCn2nncc2CO[C@H]1CN(C)S(=O)(=O)c1ccccc1F	-8	17
CCOC(=O)c1[nH]c(CSc2nnnn2-c2ccccc2C)c(C(=O)OCC)c1C	18	-20
CCN1CCN(c2cc(C)c3cc(NC(=O)c4cccs4)ccc3n2)CC1	20	4
CC1CC(C)CN(C(=O)c2cc3cc(Br)cc(Br)c3o2)C1 (stereo unspecified)	-7	-1
COc1cc2cnc(-c3ccccc3)c(-c3ccc(C#N)cc3)c2cc1OC	0	1
CCOC(=O)c1sc(=S)n(Cc2ccccc2)c1N	-30	-5
Clc1ccc(-c2noc(CCCc3ccccc3)n2)cc1	0	-2
Cc1ccc(C)c(OCCn2nnc3ccccc32)c1	2	-3
O=C(/C=C/c1cc([N+](=O)[O-])ccc1OC(F)F)Nc1ccc(OC(F)F)cc1	-4	2
Cc1cc(C(=O)CN2C(=O)C(=O)N(Cc3ccccc3)C2=O)c(C)n1Cc1ccc(F)cc1	-14	1
O=C(COC(=O)/C=C/c1ccccc1Cl)NC1CC1	5	-2
CN1CCN(C(=S)c2cn(Cc3ccc(Br)cc3)c3ccccc23)CC1	4	9
NC(=O)C1(N2CCCCC2)CCN(c2ccc3nnc(-c4ccccc4)n3n2)CC1	-19	2
Cc1cc(CNC(=O)COC(=O)Cn2[nH]c(=O)c3ccccc3c2=O)cc(C)c1O	-2	2
CN1C(=O)C2(c3ccccc31)N(C)CC(c1ccccn1)C21SC(=S)N(Cc2ccco2)C1=O (stereo unspecified)	-5	-3
Cc1ccc(N=C2SC(C(=O)NCCc3ccccc3)CC(=O)N2C)cc1C (stereo unspecified)	6	10
COc1ccc(C(=O)Nc2ccc(-c3nnn(CC(=O)N4CCN(C(=O)c5ccco5)CC4)n3)cc2)cc1	3	-4
CN(CC(=O)Nc1ccc(F)cc1)C(=O)c1ccc(-c2ccc(F)cc2)o1	2	6
COc1cc2c(cc1OC)C(C)N(C(=O)c1c(C)noc1C)CC2 (stereo unspecified)	10	-8
Cc1cc(=O)n2[nH]c(-c3ccsc3-n3c(C)ccc3C)cc2n1	5	-1
OCC[C@@H]1C[C@H](O)[C@@H](O)[C@@]2(OCc3cc(Cl)ccc32)O1	-8	6
NNC(=O)c1ccc(Cn2cc(Br)cn2)o1	2	5
COCCN1C=C(C(=O)OC)C(c2ccccc2C(F)(F)F)C(C(=O)OC)=C1	10	28
COC(=O)C1(C(O)C(=O)c2ccc(C)cc2C)CCCCC1 (stereo unspecified)	-7	-2
COCCc1nc2ccc(C(=O)N(C)Cc3cccc(-n4cccn4)c3)cc2o1	-25	4

# Ordered by heavy-atom count (ascending): part of the list above.
canonical_smiles	H9c2 TAG inh	H9c2 TAG inh DAPI viability
COCCn1c(SCC(=O)c2[nH]c(C)c(C(C)=O)c2C)nc2ccccc2c1=O	5	-1
Clc1cccc(-c2cc3nc4c(c(N5CCN(c6cnccn6)CC5)n3n2)CCCC4)c1	62*	5.4*
CCOc1cc(N2CCOCC2)c(OCC)cc1NC(=O)CN1C(=O)C2CC=CCC2C1=O (stereo unspecified)	-5	4
